KCNQ1 inh – inhibitors of human KCNQ1 potassium channel. AID 2642. 310,000 compounds, 1.3% hits. CHO-K1 KCNQ1, FluxOR thallium flux fluorescence; stronger effect = higher value. P51787. B-score at 10 µM;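 active means compounds whose thallium flux B-score, printed positive for inhibition, exceeds three library SD while starting fluorescence stays within three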;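 further: channel opened by potassium depolarization with thallium stimulus after 20 min compound exposure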
KCNK3 inh – human KCNK3 channel inhibition, primary screen; O14649; CHO-KCNK3 thallium flux, FluxOR fluorescence; stronger effect = lower value; B-score at 10 µM; 340,000 compounds, 0.84% hits; AID 602410;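 active means B-score under library mean minus 4 SD, starting fluorescence ratio at most library mean plus 5 SD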;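 further: more negative B-score means stronger inhibition of thallium flux through KCNK3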
GSK3A inh – inhibitors of human GSK-3 alpha kinase. ADP-Glo luminescence, 60 min. AID 2650. P49840. 320,000 compounds, 0.1% hits. inhibition, % at 10 µM;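 in the data active means inhibition above about 50%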;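 further: GST-tagged GSK-3 alpha with peptide substrate and 25 µM ATP; 0% = DMSO neutral wells and 100% = GW8510 positive control wells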
Target sequence (P49840 whole entry, looked up): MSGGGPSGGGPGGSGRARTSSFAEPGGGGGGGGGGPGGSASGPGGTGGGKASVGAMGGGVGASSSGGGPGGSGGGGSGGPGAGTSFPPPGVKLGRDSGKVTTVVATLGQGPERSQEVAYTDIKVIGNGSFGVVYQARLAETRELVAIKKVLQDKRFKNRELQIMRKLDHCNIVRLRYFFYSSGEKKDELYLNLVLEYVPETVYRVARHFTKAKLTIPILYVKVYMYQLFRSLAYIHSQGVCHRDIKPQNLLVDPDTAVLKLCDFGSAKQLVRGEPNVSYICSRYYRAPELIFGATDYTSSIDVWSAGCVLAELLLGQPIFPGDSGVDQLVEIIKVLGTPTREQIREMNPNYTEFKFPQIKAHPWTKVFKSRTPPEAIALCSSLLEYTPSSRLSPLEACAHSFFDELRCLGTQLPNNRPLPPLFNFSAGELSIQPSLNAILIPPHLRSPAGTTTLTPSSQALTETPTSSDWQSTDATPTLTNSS
hERG rescue – hERG (human) protection from proarrhythmic block; 310,000 compounds, 0.51% hits; Q12809; AID 1511; CHO-hERG, FluxOR thallium flux, dofetilide IC70 present; activation (rescue from dofetilide block), less the hit threshold, % at 10 µM;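 active means activation above the mean of controls blocked by dofetilide plus 5 SD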;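 further: thallium influx through hERG after potassium depolarization seen as dye fluorescence rise; in these data hits start at about 4.7%; inactives centre near -7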
KCNQ1 pot – potentiators or activators of human KCNQ1 potassium channel; P51787; CHO-K1 KCNQ1, thallium flux FluxOR fluorescence; stronger effect = higher value; B-score at 10 µM; 310,000 compounds, 0.35% hits; AID 2648;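 active means fluorescence ratio B-score, a plate-corrected score, at least three library SD, with initial intensity B-score within 5 SD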
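System: CHO-K1 cells stably expressing KCNQ1 / Medium: assay buffer for compound exposure, DMSO matched across wells / Reagent: thallium- and potassium-containing depolarizing buffer / Compound: one concentration, matched DMSO / Incubation: 20 min compound pretreatment at room temperature / Measured by: kinetic FluxOR fluorescence, 10 s baseline plus 110 s post-stimulus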
GSK3B inh – human GSK3beta kinase inhibition; GST-GSK3beta kinase, ADP-Glo luminescence, 60 min; stronger effect = lower value; AID 2097; 300,000 compounds, 0.038% hits; activity score (negative = inhibition), % at 10 µM; P49841;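 active means more than half of replicate wells score below -50%, meaning over 50% inhibition versus plate controls; inconclusive means some replicates but at most half score below -50%; inactive means no replicate scores below -50%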;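 further: 0% = median DMSO wells and -100% = median GW8510 positive control wells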
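test system = GST-tagged human GSK3beta kinase, cell-free | reagent = 25 µM ATP with peptide substrate | dosing = one dose of 10 µM per compound | schedule = 60 min reaction, RT | detection = luminescent ADP-Glo measurement of ADP formed | control set = DMSO neutral wells and GW8510 at 20 µM as positive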
RGS4 pot – potentiators or activators of RGS4. HEK293 M3R/inducible RGS4, carbachol calcium flux Fluo4; stronger effect = lower value. B-score at 10 µM. 310,000 compounds, 0.92% hits. AID 463111;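 active means B-score of the integrated calcium signal more than 4 SD below the library mean, with starting fluorescence not abnormally high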;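 further: negative B-score means reduced calcium response which marks RGS4 activation or potentiation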
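test system = HEK293 cells with stable M3R and inducible RGS4 | schedule = recording 10 s baseline at 1 Hz, 100 s post-agonist | technique = Fluo4-AM (2 µM) calcium-flux fluorescence, kinetic read | measure = Agonist-evoked peak-minus-minimum fluorescence over baseline, integrated ratio, B score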
PolyA inhibitor – yeast polyadenylation inhibition; S. cerevisiae SKY197-pL101 polyadenylation reporter, beta-gal luminescence; efflux-impaired pdr1/pdr3 knockout yeast; score 100 = 6 SD above DMSO; calls only at 12 µM; 300,000 compounds, 0.02% hits; AID 1875;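 active means lowest replicate activity score at least 50, where 100 means six control SD above control mean; inconclusive means lowest score under 50 but half or more replicates reach 50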;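 further: yeast exposed to compound for 9 h at 30 °C; higher score means more reporter readthrough which indicates perturbed polyadenylation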
Dyrk1A ADPGlo – Dyrk1A (rat) kinase inhibition | ADP-Glo luminescence, NFATc1 peptide | Q63470 | inhibition, % at 12.5 µM | 310,000 compounds, 0.43% hits | AID 504441; in the data active means inhibition above about 50%;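 further: plate controls were vehicle with enzyme for no effect and no enzyme for full effect; many of its hits are not listed in these tables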
KCNK9 inh – human KCNK9 channel inhibition | HEK293 KCNK9, FluxOR thallium flux fluorescence; stronger effect = lower value | B-score at 10 µM | 310,000 compounds, 1.2% hits | AID 488922;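 active means ratio B-score over 3 SD below the library mean, with starting fluorescence within 5 SD of its mean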;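 further: negative B-score means less thallium flux so channel inhibition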
Target sequence (Q9NPC2 whole entry, looked up): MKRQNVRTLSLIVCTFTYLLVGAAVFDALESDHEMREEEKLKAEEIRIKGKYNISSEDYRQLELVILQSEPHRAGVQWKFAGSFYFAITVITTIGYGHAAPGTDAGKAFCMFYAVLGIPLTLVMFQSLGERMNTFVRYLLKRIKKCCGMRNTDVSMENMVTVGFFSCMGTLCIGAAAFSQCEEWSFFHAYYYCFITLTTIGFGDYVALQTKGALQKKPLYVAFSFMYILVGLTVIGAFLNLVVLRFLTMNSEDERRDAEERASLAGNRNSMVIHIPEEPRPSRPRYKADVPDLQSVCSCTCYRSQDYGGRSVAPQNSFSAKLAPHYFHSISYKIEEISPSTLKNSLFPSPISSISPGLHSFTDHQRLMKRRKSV
HDAC3 inh – blocks human histone deacetylase 3; inhibition, % at 8.3 µM; 320,000 compounds, 0.15% hits; O15379; AID 2718; recombinant HDAC3, fluorogenic peptide/trypsin coupled, fluorescence; in the data active means inhibition above about 26%, passing the limit was not always enough; inconclusive means no clear call, values can overlap the other calls
* = called active by the depositor; i = inactive; u = inconclusive; x = no result given. These rows are one share of the data; count on the stated rates, not on these rows.

No.	mol	KCNQ1 inh	KCNK3 inh	GSK3A inh	hERG rescue	KCNQ1 pot	GSK3B inh	RGS4 pot	PolyA inhibitor	Dyrk1A ADPGlo	KCNK9 inh	HDAC3 inh
1	O=C(Nc1ccc2c(c1)OCCO2)Nc1ccc2c(c1)OCO2	i	i	-1	-6	i	1	i	i	-2	i	0
2	CCn1c(C(=O)NC(C)c2ccc3c(c2)OCCO3)cc2sccc21 (stereo unspecified)	i	i	2	-16	i	1	i	i	-8	i	7
3	COc1ccccc1/C=C/C1=NC(=C\C=C/c2ccccc2)/C(=O)O1	i	i	-2	-8	i	-1	i	x	2	i	7
4	Cc1cc(C)cc(NC(=O)CSc2nnc(NC(=O)C3CC3)s2)c1	i	i	-2	-5	i	1	i	i	-1	i	-1
5	COC(=O)/C(N=Nc1cccc(C(F)(F)F)c1)=C(\C)O	i	i	4	-2	i	2	i	i	-4	i	3
6	CCC(C)(CCNC(=O)Cc1ccccc1)c1ccccc1OC (stereo unspecified)	i	i	0	-4	i	0	i	i	6	i	2
7	Cc1noc(C)c1CSc1ccc2ccccc2n1	i	i	-1	-18	i	5	i	i	6	i	2
8	COc1cccc(-c2cc3nc4c(c(NCC(C)(C)CN(C)C)n3n2)CCCC4)c1	9*	-10*	1	-10	i	0	i	i	10	i	5
9	CC1CCCN(c2ccc(N)cc2C(N)=O)C1 (stereo unspecified)	i	i	3	-6	i	2	i	i	4	i	-9
10	NC(=O)[C@@H]1CCCN1Cc1nc(-c2ccccc2)no1	i	i	-4	-13	i	0	i	i	7	i	-8
11	CCOc1ccc(CC2NCCc3cc(OCC)c(OCC)cc32)cc1OCC (stereo unspecified)	i	i	-5	-17	i	1	i	i	0	i	x
12	COc1cc(/C=C/C(=O)c2ccc(C)c([N+](=O)[O-])c2)cc(OC)c1O	i	i	-2	-5	i	2	i	i	0	i	-9
13	CCCCCC(=O)Nc1ccc(N2CCN(S(C)(=O)=O)CC2)cc1	i	i	-2	-9	i	1	i	i	-6	i	1
14	CCOc1ccc(N2C(=O)C3CC(C)=C(C)CC3C2=O)c([N+](=O)[O-])c1 (stereo unspecified)	i	i	7	-5	i	1	i	i	-2	i	-2
15	CCC(C)NC(=O)c1ccc(CNS(=O)(=O)c2ccc3c(c2)C(C)(C)C(=O)N3C)cc1 (stereo unspecified)	i	i	-1	-10	i	0	i	i	4	i	1
16	Cc1cc(C)c(Nc2ncccc2C(=O)O)c(C)c1	i	i	-3	5.8*	i	5	i	i	x	i	u
17	COc1cc(CN2CCC(C(N)=O)CC2)ccc1OCc1ccccc1	i	i	0	-9	i	0	i	i	6	i	-4
18	Cc1nnc(SCC(=O)Nc2ccc(N3CCN(S(C)(=O)=O)CC3)cc2)o1	i	i	-2	-7	i	3	i	i	0	i	1
19	Cn1c(=O)[nH]c(=O)c2c1nc1n2CCS1	i	i	-5	-7	i	0	i	i	x	i	4
20	COc1cc(C(CC(=O)Nc2cccc(C)n2)N2Cc3ccccc3C2=O)cc(OC)c1OC (stereo unspecified)	i	i	2	-7	i	-2	i	i	-2	i	-1
21	CSc1cccc(N2CC(C(=O)NCCN3C(=O)S/C(=C\c4cccnc4)C3=O)CC2=O)c1 (stereo unspecified)	i	i	-1	-10	i	-2	i	i	-2	i	6
22	CC(CCN1CCN(c2ccccn2)CC1)c1ccccc1 (stereo unspecified)	i	i	-5	-11	i	-2	i	i	-7	i	-7
23	COc1ccc(N(C(C)C(=O)N/N=C/c2cccnc2)S(C)(=O)=O)cc1 (stereo unspecified)	i	i	-1	-4	i	-2	i	i	3	i	2
24	O=C(CCc1c[nH]c2ccccc12)OCC(=O)N1CCN(S(=O)(=O)c2ccccc2)CC1	i	i	-1	-8	i	0	i	i	-4	i	9
25	COc1cc(/C=C/C(=O)Nc2cc(C(F)(F)F)ccc2Cl)cc(OC)c1OC	i	i	-2	1	i	2	i	i	-4	i	-3
26	Cc1ccc(NC(=O)[C@H](Cc2ccccc2)NC(=O)[C@@H]2Cc3ccccc3CN2)c(C)c1	i	i	-1	-8	i	2	i	x	-1	i	1
27	CC(C)Nc1nnc(SCc2cc(=O)n3ccsc3n2)s1	i	i	5	-6	i	-22	i	i	-1	i	6
28	CCOC(=O)C1=C(COC(=O)CCOc2ccc(C)cc2)NC(=O)NC1C (stereo unspecified)	i	i	1	-11	i	-5	i	i	19	i	3
29	Cc1cc2oc(=O)cc(COC(=O)c3n[nH]c4ccccc34)c2cc1C	i	i	-2	-5	i	0	i	i	8	i	6
30	COc1ccc(S(=O)(=O)NNC(=O)Nc2ccc(C)cc2)c(OC)c1	i	i	-2	-13	i	1	i	i	1	i	1
31	CC(C)CN(C(=O)c1cc2ccccc2o1)c1c(N)n(CC(C)C)c(=O)[nH]c1=O	i	i	-3	-3	i	2	i	i	-4	i	-9
32	CCN(CC)C(=O)CC(c1ccc2c(c1)OCO2)c1c(OC)cc(OC)c2ccc(=O)oc12 (stereo unspecified)	i	i	-3	-8	i	0	i	i	-4	i	6
33	CCc1nnc(NC(=O)CCC(=O)NC2CCCCC2)s1	i	i	-1	-5	i	-6	i	i	7	i	1
34	COc1ccc(NC(=O)Nc2nnc(Cc3ccc(F)cc3)s2)cc1	i	i	-1	-9	i	-4	i	i	-3	i	1
35	CCOC(=O)CC(NCc1ccc(OC)c(OCC)c1)c1ccc(C)cc1 (stereo unspecified)	i	i	-1	-8	i	0	i	i	x	i	10
36	O=C(Nc1ccccc1)N1CCCC(CNS(=O)(=O)Cc2ccccc2)C1 (stereo unspecified)	i	i	-2	-15	i	-4	i	i	3	i	3
37	CN(C)c1cc[n+](CC(=O)Nc2cc(C(F)(F)F)ccc2Cl)cc1	i	i	-2	3	i	2	i	i	x	i	3
38	CNc1nc2ccccc2n1/N=C/c1cccc(OC)c1OC	i	i	-1	-8	i	0	i	i	3	i	-5
39	COC(=O)c1sc(NC(=O)CSc2nc3cccnc3n2C)nc1C	i	i	3	-7	i	3	i	i	-2	i	5
40	C=CCOc1ccccc1/C=N/NC(=O)Cc1ccccc1	i	i	-1	-6	i	-1	i	i	x	i	3
41	N#CCC(=O)N/N=C\c1cc(Br)ccc1OC/C=C/c1ccccc1	i	i	x	-8	i	2	i	x	1	i	4
42	O=C1CN(C(=O)c2ccco2)c2ccccc2N1	i	i	5	-1	i	-28	i	i	3	i	0
43	C=CCCC(=O)N1CCC(Oc2cccc(C(=O)NCc3ccccn3)c2)CC1	i	i	1	-8	i	5	i	i	3	i	2
44	COc1ccc(NC(=O)CN(C)C(=O)Cc2ccc3c(c2)CCC3)cc1	i	i	-4	-8	i	2	i	i	-2	i	-1
45	O=C(c1ccc(Nc2cccc(C(F)(F)F)c2)nc1)N1CCCC1	i	i	-2	-6	i	0	i	i	5	i	8
46	Cc1ccc(CNS(=O)(=O)c2ccc3oc(C(=O)O)c(C)c3c2)cc1	i	i	1	-10	i	1	i	i	-2	i	4
47	COc1ccccc1N1CCN(C(=S)Nc2ccc(S(=O)(=O)N3CCOCC3)cc2)CC1	i	i	-2	-11	i	-3	i	i	3	i	-2
48	CCOC(=O)C1(C(F)(F)F)N=C(c2cccnc2)OC(N2CCCCC2)=N1 (stereo unspecified)	i	i	0	-5	i	2	i	i	-8	i	-1
49	Cc1ccccc1OCc1nnc2c3cnn(C)c3ncn12	i	i	0	-3	i	2	i	i	8	i	4
50	COc1cccc(CNc2ccc([N+](=O)[O-])cc2C)c1	i	i	x	-5	i	1	i	i	0	i	2
51	COc1ccccc1NC(=S)Nc1ccccc1F	i	i	-3	1	i	2	i	i	3	i	-7
52	CCOC(=O)NC(=O)c1cn(C(CC)CO)c(=O)[nH]c1=O (stereo unspecified)	i	i	x	-10	i	-2	i	i	0	i	0
53	COCCNC(=O)COc1cccc2c1OC(C)(C)C2	i	i	-1	-3	i	0	i	i	1	i	-6
54	Cc1nc(NCCc2ccccc2)c2nnn(Cc3ccccc3Cl)c2n1	i	i	0	-4	i	-1	i	i	-4	i	2
55	CC(C)CC(=O)NCC(C)NC(=O)CC(C)C (stereo unspecified)	i	i	0	-12	i	-4	i	i	8	i	5
56	CN1CCN(C(=O)CN2C(=O)COc3ccc(S(=O)(=O)N4CCOCC4)cc32)CC1	i	i	x	-11	i	-3	i	i	0	i	x
57	CCCc1cc(C(=O)Nc2ccc(OC)cc2[N+](=O)[O-])cs1	i	i	x	-8	i	-6	i	i	0	i	x
58	Cc1ccc(C(=O)O/N=C2\CCSc3ccc(C)cc32)cc1	i	i	-2	-17	i	1	i	i	0	i	-5
59	CCCCn1c(N)c(N(CCOC)C(=O)CN2C(=O)c3ccccc3C2=O)c(=O)[nH]c1=O	i	i	-2	-2	i	1	i	i	7	i	-1
60	O=C(N=c1ccn(-c2nc3ccccc3nc2NS(=O)(=O)c2ccccc2)cc1)c1cccs1	i	i	0	-7	i	2	i	i	0	i	-7

Profiles, quoted from the list. Screens in order: KCNQ1 inh, KCNK3 inh, GSK3A inh, hERG rescue, KCNQ1 pot, GSK3B inh, RGS4 pot, PolyA inhibitor, Dyrk1A ADPGlo, KCNK9 inh, HDAC3 inh
`CCN(CC)C(=O)CC(c1ccc2c(c1)OCO2)c1c(OC)cc(OC)c2ccc(=O)oc12` (stereo unspecified) as listed: i, i, -3, -8, i, 0, i, i, -4, i, 6
`Cn1c(=O)[nH]c(=O)c2c1nc1n2CCS1` as listed: i, i, -5, -7, i, 0, i, i, x, i, 4

Carrying on:
No.	mol	KCNQ1 inh	KCNK3 inh	GSK3A inh	hERG rescue	KCNQ1 pot	GSK3B inh	RGS4 pot	PolyA inhibitor	Dyrk1A ADPGlo	KCNK9 inh	HDAC3 inh
61	COc1ccc(N=C2SC(C(N)=O)CC(=O)N2Cc2ccc3c(c2)OCO3)cc1 (stereo unspecified)	i	i	1	-6	i	-1	i	i	0	i	-4
62	COc1cccc(-n2cc3c(c2-c2ccccc2)c(=O)n(C)c(=O)n3C)c1	i	i	-1	-14	i	4	i	i	1	i	-7
63	O=C(O)Cn1c(SCc2cccc3ccccc23)nc2ccccc21	i	i	-5	-9	i	5	i	i	0	i	3
64	C=CCNCCCOc1ccc(Cl)cc1Br	i	i	1	-14	i	-3	i	i	2	i	-1
65	N#C/C(=C/c1ccc(O)c([N+](=O)[O-])c1)C(=O)Nc1ccccc1	i	i	8	-11	i	-5	i	i	81*	i	11

From PubChem BioAssay
